STAT1 act: STAT1 signaling activators, primary screen, cell-based, HTS, luciferase reporter. activation (% of control), % at 5.5 µM. NIH 3T3 STAT1-luciferase reporter, IFN-gamma, luminescence; 100% = IFN-gamma alone, no compound. 200,000 compounds, 2.6% hits;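 active = activation above the screen-wide mean activation plus 3 SD, cut at about 130% in these data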;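 note: raw ratio to IFN-gamma control signal so 100% means no change and 0% no light; values of inactives mirror those of a sister screen read the other way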
TLR4-MyD88 BLA: inhibitors of TLR4-MyD88 association in cells, primary screen, cell-based, HeLa CL3-4, BLA complementation, FRET ratio; AID 861, 2007; HeLa CL3-4 TLR4/MyD88 BLA complementation; 200,000 compounds, 0.18% hits; inhibition, % at 8.4 µM; Toll-like receptor 4 (Homo sapiens) + Myeloid differentiation primary response protein …; in the data active = inhibition above about 25%;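 note: 0% = vehicle and 100% = reference inhibitor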
Target sequence (O00206 whole entry, looked up): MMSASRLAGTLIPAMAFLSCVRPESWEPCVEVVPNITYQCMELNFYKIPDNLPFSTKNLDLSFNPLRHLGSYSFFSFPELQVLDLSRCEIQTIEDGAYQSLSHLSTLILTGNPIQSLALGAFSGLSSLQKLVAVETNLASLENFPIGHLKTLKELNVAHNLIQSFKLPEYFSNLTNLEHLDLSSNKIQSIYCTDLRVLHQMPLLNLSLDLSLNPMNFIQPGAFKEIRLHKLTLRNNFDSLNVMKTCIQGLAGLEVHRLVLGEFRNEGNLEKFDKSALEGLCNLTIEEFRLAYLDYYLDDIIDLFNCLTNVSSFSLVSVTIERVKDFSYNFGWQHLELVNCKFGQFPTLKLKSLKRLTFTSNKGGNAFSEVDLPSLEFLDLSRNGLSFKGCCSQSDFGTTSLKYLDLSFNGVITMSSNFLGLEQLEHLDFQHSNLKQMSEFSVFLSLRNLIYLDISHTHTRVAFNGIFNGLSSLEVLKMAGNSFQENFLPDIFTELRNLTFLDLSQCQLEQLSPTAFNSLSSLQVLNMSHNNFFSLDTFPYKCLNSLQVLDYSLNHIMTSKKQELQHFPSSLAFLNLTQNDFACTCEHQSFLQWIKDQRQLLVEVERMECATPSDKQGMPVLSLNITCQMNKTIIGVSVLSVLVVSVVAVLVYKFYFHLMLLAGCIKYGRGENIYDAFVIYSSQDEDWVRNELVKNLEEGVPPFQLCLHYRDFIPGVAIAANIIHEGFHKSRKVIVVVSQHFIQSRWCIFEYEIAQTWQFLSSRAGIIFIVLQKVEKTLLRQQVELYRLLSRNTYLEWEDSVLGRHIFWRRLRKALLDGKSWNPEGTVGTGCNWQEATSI
Target sequence (Q99836 whole entry, looked up): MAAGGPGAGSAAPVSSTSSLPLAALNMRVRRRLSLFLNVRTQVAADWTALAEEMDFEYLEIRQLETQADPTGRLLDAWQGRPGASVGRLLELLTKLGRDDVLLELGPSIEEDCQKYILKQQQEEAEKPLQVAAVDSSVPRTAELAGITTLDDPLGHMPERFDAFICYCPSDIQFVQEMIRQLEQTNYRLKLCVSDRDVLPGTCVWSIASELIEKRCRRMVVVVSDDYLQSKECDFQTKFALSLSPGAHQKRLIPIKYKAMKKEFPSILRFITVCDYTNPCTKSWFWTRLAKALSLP
APP 5UTR inh: inhibitors of APP translation via 5'UTR reporter, primary screen, APP 5'UTR luciferase, SH-SY5Y cells; SH-SY5Y APP 5'UTR-luciferase reporter, luminescence; inhibition, % at 2 µM; 190,000 compounds, 0.82% hits;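 active = inhibition above a set limit, derived from the sample mean plus 3 SD, cut at about 45% in these data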; note: values of inactives mirror those of a sister screen read the other way
G6PDH CS: L. mesenteroides G6PDH inhibitors, counter-screen for G6PDH-coupled screening assays, biochemical, Leuconostoc mesenteroides enzyme. glucose-6-phosphate dehydrogenase [Leuconostoc mesenteroides]. Purified L. mesenteroides G6PDH, diaphorase/resazurin coupled fluorescence, 45 min. inhibition, % at 5 µM. 200,000 compounds, 0.12% hits; in the data active = inhibition above about 50%
FLuc stim CS: FLuc activators, initial screening, artefact control for FLuc-dependent activation tests, biochemical, ATPlite luminescence; activation factor at 10 µM; Luciferin 4-monooxygenase (Photinus pyralis), P08659; 200,000 tested, under 10 active; ATPlite luciferase biochemical, 10 min; 0 = ATP-free wells, 1 = DMSO control;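 active = luciferase activation factor, scaled between plate controls, of at least 2 with compound at 10 µM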
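Material: Luciferase/luciferin reagent mix | Doses: Test compounds dosed from 2 mM stocks in 100% DMSO | Timing: 10 min incubation after luciferase reagent addition, room temperature | Measured by: Luminescence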
Diaph inh CS: diaphorase inhibitors and chemical oxidizers, primary screen, counter-screen for diaphorase-coupled primary assays, biochemical, uHTS, resorufin fluorescence. 190,000 compounds, 0.69% hits. inhibition, % at 20 µM. diaphorase resazurin-to-resorufin fluorescence, NADH, 16 min; bacterial (C. kluyveri) enzyme, not human. AID 1217, 2008;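 active = primary screen inhibition at 20 µM above a set limit, cut at about 50% in these data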;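 note: plate controls were DMSO with full reaction for no effect and wells lacking NADH for full effect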
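System: Bacterial diaphorase enzyme (C. kluyveri) | Incubation: 16-min room-temperature incubation before reading | Benchmarks: No-NADH positive control and DMSO neutral control | Measured by: Resorufin fluorescence 544/590 nm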
NF-kB expr up: activators of NF-kB expression in neurons, primary screen, cell-based, HTS. human neuronal cells, NF-kB reporter expression; stronger effect = higher value. fold change at 12.5 µM. 190,000 compounds, 1.6% hits; in the data active = fold change above about 3.3
Diaph act CS: compounds boosting diaphorase resazurin reduction – biochemical, uHTS, resorufin fluorescence, counter-screen for diaphorase-coupled primary assays, primary screen; activation factor at 20 µM; 190,000 compounds, 0.005% hits; Diaphorase/resazurin coupled assay, 16 min; stronger effect = higher value; 1 = vehicle wells, 0 = NADH-free wells;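 active = diaphorase activity raised at least twofold by the compound at 20 µM; inactive = activation factor below 2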
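System – purified diaphorase enzyme from Clostridium kluyveri · Input – enzyme 0.07 U/mL final · Also added – final NADH 0.114 mM, resazurin 0.1 mM · Measured by – fluorescence of resorufin, 544 nm excitation, 590 nm emission · Timing – 16 min enzyme reaction, ambient temperature · Measure – resorufin increase flagging diaphorase activators or reducers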
FLuc inh counter: firefly luciferase enzyme inhibitors, primary screen, artefact control for luciferase-based inhibitor screens, biochemical, luminescence, ATPLite. 200,000 compounds, 1.5% hits. 10 min. AID 1006, 2008. inhibition, % at 10 µM;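 active = inhibition above about 50% when tested at 10 µM, limit read from the data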
APP 5'UTR act: activators of APP 5'UTR luciferase reporter, primary screen, SH-SY5Y cells. SH-SY5Y APP 5'UTR luciferase reporter, luminescence; zero percent = DMSO vehicle wells. activation, % at 2 µM. 190,000 compounds, 1% hits. AID 1276, 2008;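 active = activation above a set limit, based on mean plus 3 SD of controls, cut at about 140% in these data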; note: values of inactives mirror those of a sister screen read the other way
Numbers without * were called inactive; . = not tested or not shown. An unsorted share of the library, and some 5.6% of all compounds hit somewhere here.

SMILES	STAT1 act	TLR4-MyD88 BLA	APP 5UTR inh	G6PDH CS	FLuc stim CS	Diaph inh CS	NF-kB expr up	Diaph act CS	FLuc inh counter	APP 5'UTR act
Cc1ccc(OCCOc2ccc(Cl)cc2Cl)c([N+](=O)[O-])n1	116.2	4.8	-18.3	-7.3	1	5.0	2.57	0.9	3.5	18.3
COc1cccc(NC(=O)c2nnn(CCc3ccccc3)c2N)c1	127.0	-13.1	-58.1	1.1	1	15.1	1.69	0.8	0.8	58.1
Cc1cc(C)nc(Sc2c(C)nn(-c3ccccc3)c2C)n1	93.3	5.0	-8.8	7.8	1.1	16.2	0.8	0.8	-5.7	8.8
Cn1nc(C(F)(F)F)c(C#N)c1N1CCN(c2ccccc2)CC1	92.6	-4.6	-4.0	8.9	1.1	18.3	0.84	0.8	-5.4	4.0
Cc1ccc(Cn2c(SCCN3CCCCC3)nc3c2c(=O)n(C)c(=O)n3C)cc1	105.3	10.3	-5.7	12.4	1	11.0	0.74	0.9	-3.5	5.7
COC(=O)C1=C(C)OC(N)=C(C#N)C1c1ccc(OC)c(CSc2ccccn2)c1 (centres undefined)	103.7	-4.4	-9.3	-4.9	1.1	21.8	0.87	0.8	-8.9	9.3
Cc1cc(-n2c(C)cc(C(=O)COC(=O)CN=C3NS(=O)(=O)c4ccccc43)c2C)no1	99.3	-7.9	10.2	-12.4	1	39.3	1.25	0.6	-4.4	-10.2
COC(=O)C1C(c2ccccc2)C(C(=O)OCc2ccco2)C1c1ccccc1 (centres undefined)	94.7	17.6	-25.8	-0.8	1	11.2	0.66	0.9	-3.1	25.8
NC(=O)CSc1nc(C2CC2)nc2sc3c(c12)CCCC3	149.7*	7.6	-139.8	4.7	0.5	-3.1	3.84*	1	51.6*	139.8*
O=c1oc2ccccc2cc1-c1ccccc1	127.3	-8.1	-43.7	6.2	0.9	10.0	1.74	0.9	10.5	43.7
O=C(COC(=O)c1ccc(NS(=O)(=O)c2ccc(F)c(F)c2)cc1)NCC1CCCO1 (centres undefined)	97.5	14.1	0.0	1.1	1.1	-2.9	1.38	1	-5.4	0.0
COc1ccc(C2CC(c3ccccc3)=NN2c2ccc(/C=N/NC(=O)c3ccncc3)cc2)cc1 (centres undefined)	100.2	5.1	10.4	8.9	1	-0.5	0.92	1	-3.5	-10.4
Cc1cccc(C)c1NCc1nnc(SCC(=O)Nc2nc(-c3ccccc3)cs2)n1-c1ccccc1	94.4	-12.6	-8.9	-16.0	1	1.5	1.1	1	-1.7	8.9
COc1cc(CN2CCN(CCc3ccccc3)C(CCO)C2)cc(OC)c1 (centres undefined)	97.3	6.4	-2.6	7.1	1.1	-3.8	0.95	1	-8.8	2.6
CC(OC(=O)c1snc(C(=O)NC2CCCCC2)c1N)C(=O)NC1CCCCC1 (centres undefined)	88.4	17.4	4.5	1.8	1.1	-12.5	1.13	1.1	-7.8	-4.5
CC(C)(C)n1nnnc1C(c1ccc(C(F)(F)F)cc1)N(Cc1ccccc1)Cc1ccco1 (centres undefined)	93.2	-3.4	4.6	4.7	1	20.8	0.86	0.8	-2.4	-4.6
CCCNC(=O)C(NS(=O)(=O)c1ccc2c(c1)c(=O)n(C)c(=O)n2C)c1ccccc1 (centres undefined)	94.5	-12.9	-6.7	1.4	1.1	25.2	1.2	0.7	-6.6	6.7
CC(C)CNC(=O)COC(=O)CCC(=O)c1ccc(F)cc1	94.8	2.7	-7.0	-0.8	1.1	6.8	1.11	0.9	-7.5	7.0
Cc1nc(N(C)C)c2sc(=S)n(Cc3ccccc3)c2n1	104.0	10.1	8.0	-4.2	1.1	7.1	1.15	0.9	-5.5	-8.0
CCc1nnc(NC(=O)Cn2nnc(-c3ccccc3F)n2)s1	101.4	-0.7	-8.9	-0.4	1.1	10.5	1.03	0.9	-5.7	8.9
Cc1cc(C)cc(NC(=O)C/C(N)=N/O)c1	93.0	-17.6	4.9	6.3	1.1	2.4	1.06	1	-6.3	-4.9
CCOC(=O)c1nnn(CC(=O)N2N=C(c3cccc4ccccc34)CC2c2ccccc2)c1C(=O)OCC (centres undefined)	108.3	-3.4	-7.3	-5.7	1.1	8.8	1.94	0.9	-6.0	7.3
CC(C)c1ccccc1OCC(=O)NC1CCCc2ccccc21 (centres undefined)	93.4	3.6	-3.4	16.7	1	10.2	1.05	0.9	4.3	3.4
CCc1cc[n+](CC(=O)Nc2ccc(Cl)cc2Cl)cc1	98.7	-0.8	1.3	1.7	1	4.0	0.98	1	-0.1	-1.3
N#Cc1c(-c2ccccc2)ccn(Cc2cccc(Cl)c2)c1=O	102.5	-1.3	-4.3	1.8	1.1	12.9	0.93	0.9	-5.7	4.3
CC(=O)C1=C(O)C(=O)N(CCC(=O)O)C1c1cccc(F)c1 (centres undefined)	101.0	0.3	-8.9	3.8	1	6.9	1.4	0.9	-4.1	8.9
CC(C)c1ccc(N(C(=O)c2cc3ccccc3oc2=O)C2C=CS(=O)(=O)C2)cc1 (centres undefined)	90.3	2.7	18.3	18.0	1	5.2	1.21	0.9	-3.5	-18.3
COC(=O)C1=C(O)/C(=C\c2cc(C)n(-c3ccccc3F)c2C)N=C1C	102.0	-1.1	-36.4	-2.5	0.4	-2.1	1.52	1	63.8*	36.4
O=C(c1csc2ccccc12)N1CCN(c2ccccn2)CC1	103.2	1.0	-0.3	4.5	1	2.9	1.06	1	-4.2	0.3
CCOC(=O)c1cn(-c2ccc(F)c(F)c2F)c2c(F)c(F)c(F)cc2c1=O	101.0	0.1	3.1	1.3	1.1	24.6	1.25	0.8	-9.6	-3.1
CN(Cc1nc(C(c2ccccc2)c2ccccc2)no1)CC1COCCO1 (centres undefined)	92.2	-8.7	-12.0	5.9	1.1	.	1	.	-5.8	12.0
Cc1c(Cl)c([N+](=O)[O-])nn1CCCC(=O)Nc1cccc(Cl)c1Cl	89.2	12.4	19.6	-4.1	1.1	9.0	0.96	0.9	-5.8	-19.6
COc1ccc(C2C(C(=O)NCc3ccccn3)CCC(=O)N2c2cc(OC)c(OC)c(OC)c2)cc1 (centres undefined)	98.7	0.4	-4.5	3.5	1	1.6	1.09	1	-2.3	4.5
Cc1ccc(-n2c(C)cc(C(=O)COC(=O)C3=NNC(=O)CC3)c2C)cc1	122.4	-0.8	6.0	1.5	0.9	6.5	1.01	0.9	8.4	-6.0
O=C(/C(=N/N=C/c1ccc(O)c(O)c1)c1ccccc1)c1ccccc1	96.4	-4.8	4.1	-5.4	1.1	51.3*	0.74	0.5	-6.1	-4.1
CNC(=O)/C(=C\c1ccc2c(c1)OCO2)NC(=O)c1ccc(Br)cc1	90.1	-6.9	-0.8	6.4	1	49.9	1.28	0.5	-3.3	0.8
CCOc1cc(/C=N/NC(=O)CSc2cccc3cccnc23)ccc1O	104.0	-1.2	-14.7	-5.5	1	15.0	0.94	0.8	-2.7	14.7
CCC(C)(C)c1ccc(Oc2ccc(NC(=O)COC(=O)C3=COCCO3)cc2)cc1	96.0	5.3	45.6*	8.6	1	15.6	0.62	0.8	-4.9	-45.6
Cc1ccc(C)c(C(=O)CCC(=O)NCc2ccc(Cl)cc2)c1	100.4	1.1	-21.8	2.0	1.1	9.4	0.99	0.9	-8.1	21.8
Cc1ccc(F)cc1NC(=O)Cc1nn(C)c(=O)c2ccccc12	81.4	-3.5	-3.7	11.8	1	7.5	0.87	0.9	-4.8	3.7
Cc1cc2ncn(/N=C/c3cc(Br)ccc3O)c2cc1C	99.8	10.8	16.4	10.8	1	-7.3	1.1	1.1	0.9	-16.4
O=C(O)c1ccc(CSc2nnnn2C2CCCCC2)cc1	99.4	5.7	-3.2	35.1	0.9	9.2	1.13	0.9	6.2	3.2
O=C(O)c1n[nH]nc1-c1ccccc1	96.3	5.5	-13.0	21.1	1.1	14.9	0.99	0.9	-5.8	13.0
CCOc1cc(S(=O)(=O)N2CCN(c3ccc(F)cc3)CC2)c(OCC)cc1-n1cnnn1	109.2	-9.7	4.6	6.9	1.1	32.5	1.15	0.7	-6.9	-4.6
Cc1ccc(C(=O)Nc2nccs2)cc1S(=O)(=O)N1CCCCC1	102.4	10.4	-11.0	8.2	1	19.6	1.21	0.8	-1.0	11.0
O=C(Nc1ccccc1C(=O)NCCCn1ccnc1)c1ccc(Cl)cc1Cl	97.8	-1.4	24.6	9.8	1	-12.5	0.98	1.1	-2.5	-24.6
COc1ccc(C(C)C)cc1S(=O)(=O)Nc1ccncc1	102.1	-12.9	4.3	8.8	1.1	4.8	1.23	1	-5.3	-4.3
CCOC(=O)c1c(NC(=O)c2ccco2)n(C2CCCCC2)c2nc3ccccc3nc12	105.5	6.2	-10.3	37.6	1.1	69.3*	0.97	0.3	-6.3	10.3
COc1cc(NC(=O)c2ccccc2Cl)ccc1NC(=O)c1cccs1	152.6*	-14.3	-84.7	-3.8	0.9	16.5	1.31	0.8	6.5	84.7
Cc1noc(C)c1COC(=O)[C@H](C)NS(=O)(=O)c1ccc(Cl)c(Cl)c1	100.1	-6.2	1.6	7.5	1.1	14.5	1.19	0.9	-7.1	-1.6

Three of the compounds above, as labelled records.
> CC(C)(C)n1nnnc1C(c1ccc(C(F)(F)F)cc1)N(Cc1ccccc1)Cc1ccco1 (centres undefined)
  STAT1 act: 93.2
  TLR4-MyD88 BLA: -3.4
  APP 5UTR inh: 4.6
  G6PDH CS: 4.7
  FLuc stim CS: 1
  Diaph inh CS: 20.8
  NF-kB expr up: 0.86
  Diaph act CS: 0.8
  FLuc inh counter: -2.4
  APP 5'UTR act: -4.6

> CCCNC(=O)C(NS(=O)(=O)c1ccc2c(c1)c(=O)n(C)c(=O)n2C)c1ccccc1 (centres undefined)
  STAT1 act: 94.5
  TLR4-MyD88 BLA: -12.9
  APP 5UTR inh: -6.7
  G6PDH CS: 1.4
  FLuc stim CS: 1.1
  Diaph inh CS: 25.2
  NF-kB expr up: 1.2
  Diaph act CS: 0.7
  FLuc inh counter: -6.6
  APP 5'UTR act: 6.7

> CC(C)CNC(=O)COC(=O)CCC(=O)c1ccc(F)cc1
  STAT1 act: 94.8
  TLR4-MyD88 BLA: 2.7
  APP 5UTR inh: -7.0
  G6PDH CS: -0.8
  FLuc stim CS: 1.1
  Diaph inh CS: 6.8
  NF-kB expr up: 1.11
  Diaph act CS: 0.9
  FLuc inh counter: -7.5
  APP 5'UTR act: 7.0

Source: PubChem
